# FEN1 inh: human FEN1 inhibition. P39748. Recombinant FEN1 flap cleavage, fluorescence, 15 min. Potency, µM (top dose mostly 114 µM), for inactives: at the highest dose activity change, negative = inhibition, actives largely listed as inhibitors. 390,000 compounds, 0.35% hits. AID 588795; further: nearly all actives have a fitted effect of over 65% in size
# Target sequence (P39748 whole entry, looked up): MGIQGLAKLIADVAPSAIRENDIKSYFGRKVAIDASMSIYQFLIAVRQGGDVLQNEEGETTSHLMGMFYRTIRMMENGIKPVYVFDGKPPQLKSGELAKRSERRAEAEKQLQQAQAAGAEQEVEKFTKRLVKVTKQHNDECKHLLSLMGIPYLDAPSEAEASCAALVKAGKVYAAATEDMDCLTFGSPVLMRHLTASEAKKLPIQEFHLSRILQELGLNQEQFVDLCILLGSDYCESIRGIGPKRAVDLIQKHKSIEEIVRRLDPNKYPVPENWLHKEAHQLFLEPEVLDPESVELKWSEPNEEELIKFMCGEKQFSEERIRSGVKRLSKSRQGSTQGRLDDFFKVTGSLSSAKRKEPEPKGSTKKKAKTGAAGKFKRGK
#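 Compounds are tested as a concentration series against 10 nM FEN1; after a 15 min room-temperature preincubation, 50 nM substrate starts cleavage, with plate reads at 0 and 15 min. Normalized responses are fitted by a Hill equation.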
# N370S GC: inhibitors or activators of N370S glucocerebrosidase for Gaucher disease | P04062 | AID 2101 | N370S GC spleen homogenate, 4MU-glucoside fluorescence | Potency, µM (top dose mostly 59.4 µM), for the others: at the top dose activity change, negative = inhibition, hits mostly inhibitors | 330,000 compounds, 0.092% hits;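 further: 0% = full enzyme activity and -100% = no enzyme basal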
# TDP1 inh: blocks human tyrosyl-DNA phosphodiesterase 1; Potency, µM (doses to about 130 µM), without a hit: top-dose activity change, negative = inhibition, actives largely listed as inhibitors; recombinant TDP1, AlphaScreen DNA substrate cleavage; AID 485290; Q9NUW8; 350,000 compounds, 0.28% hits; further: nearly all actives have a fitted effect of over 40% in size
# Target sequence (Q9NUW8 whole entry, looked up): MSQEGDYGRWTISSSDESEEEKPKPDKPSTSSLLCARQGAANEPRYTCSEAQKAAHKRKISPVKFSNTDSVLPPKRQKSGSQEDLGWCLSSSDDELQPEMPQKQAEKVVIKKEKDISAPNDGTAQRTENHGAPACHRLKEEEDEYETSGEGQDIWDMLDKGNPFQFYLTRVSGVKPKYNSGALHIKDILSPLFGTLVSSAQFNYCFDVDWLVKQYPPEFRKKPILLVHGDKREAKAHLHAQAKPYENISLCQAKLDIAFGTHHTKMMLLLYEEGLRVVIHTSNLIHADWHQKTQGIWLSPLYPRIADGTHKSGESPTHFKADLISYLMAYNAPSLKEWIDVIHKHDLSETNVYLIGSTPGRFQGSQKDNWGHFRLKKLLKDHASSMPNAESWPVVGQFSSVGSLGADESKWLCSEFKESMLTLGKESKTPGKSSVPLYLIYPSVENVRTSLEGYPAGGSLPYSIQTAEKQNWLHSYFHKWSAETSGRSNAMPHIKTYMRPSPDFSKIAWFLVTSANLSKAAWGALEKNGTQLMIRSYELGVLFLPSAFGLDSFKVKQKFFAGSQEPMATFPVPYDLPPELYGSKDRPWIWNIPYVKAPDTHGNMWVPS
#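 Signal: AlphaScreen proximity between streptavidin donor and anti-FITC acceptor beads on intact substrate. Reaction: Tdp1 1 nM, substrate 15 nM final, 5 min RT after 15 min compound preincubation.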
# The depositor's hits bear a star; ? = inconclusive; nt = not tested or not shown; & = joins results of further samples; [ ] = dose if it differs, or a comment. The call rests on the fitted dose curve; in most records, active means well fitted curve in the direction sought with a large enough effect; inconclusive means small, poorly fitted or top-dose-only effect, or another doubt; inactive means no such curve, though single readings can be large; an effect the other way counts as inactive or inconclusive. Unless noted, on the % scale 0 is the no-effect control and ±100 the full control effect; potency means the concentration at half of the fitted maximal effect.
canonical_smiles | FEN1 inh | N370S GC | TDP1 inh
CCOc1cc(/C=C2\NC(=S)N(c3c(C)n(C)n(-c4ccccc4)c3=O)C2=O)ccc1O | -3.1% | -10.6% | -1.8%
O=C(CSc1nc(-c2ccco2)cc(C(F)(F)F)n1)NCCc1ccccc1 | -1.0% | -1.3% | 2.2%
CCn1cc(C(=O)N2CCN(c3ccccc3F)CC2)c(=O)c2cc(S(=O)(=O)N(C)C)ccc21 | -1.7% | nt | 4.7%
CC(=O)C1=C(C)NC(SCC(N)=O)=C(C#N)C1c1sccc1C (stereo not given) | 2.9% | 9.3% | 0.0%
CC1CCN(c2nc(-c3cccnc3)nc3scc(-c4ccccc4)c23)CC1 | 1.2% | -19.6% | -1.9%
Cc1cccn2c(=O)c(/C=C(\C#N)C(N)=O)c(Oc3ccccc3)nc12 | 9.8% | -0.6% | nt
CC(C)NC(=O)COc1coc(CN2CCN(c3ccccc3)CC2)cc1=O | -2.6% | -13.3% | -3.3%
O=C(NCc1ccco1)c1cccc(S(=O)(=O)N2CCCCC2)c1 | -4.3% | -1.2% | 0.0%
CCC/C=C(\CCC)C(NS(=O)(=O)c1ccc(Cl)cc1)c1ccccc1 (stereo not given) | nt | 7.0% | -10.5%
O=C(C1CCC(C(=O)N2CCc3ccccc32)CC1)N1CCc2ccccc21 (stereo not given) | 1.5% | 2.7% | -1.0%

# Further compounds
canonical_smiles | FEN1 inh | N370S GC | TDP1 inh
NCc1ccc2[nH]c(=O)[nH]c2c1 | 8.0% | -6.6% | -2.5%
Cc1noc(NS(=O)(=O)c2ccc(NC(=O)COc3ccc(C#N)cc3)cc2)c1C | -0.5% | nt | 1.0%
Cc1[nH]c2ccc(C(=O)OCC(=O)NC3(C#N)CCCCC3)cc2c1C | 1.8% | ? | -1.6%
CSCCC(NC(=O)COc1cccc2ccccc12)C(=O)O (stereo not given) | 14.5% | 5.6% | 8.4%
CCOc1ccccc1NC(=O)c1cc(S(=O)(=O)NC2CCCC2)ccc1F | -14.0% | nt | 0.0%
O=C(NCC(=O)N1CCN(Cc2ccccc2)CC1)c1ccc(Cl)cc1 | -15.3% | 2.0% | 1.7%[56.1 µM]
CCCn1c(=O)[nH]c(=O)c2c1nc(-c1ccc3c(c1)OCCO3)n2CCN1CCOCC1 | 0.4% | -6.7% | 5.8%
CN1CCN(Cc2cc(=O)oc3ccc(Cl)cc23)CC1 | 0.8% | 2.7% | 1.9%
COc1cc(/C=N/NC(=O)c2cccc3ccccc23)cc(OC)c1O | 3.8% | -7.4% | 2.6%[56.1 µM]
Cc1noc(C)c1C(=O)Nc1ccc(N(C)C)cc1 | 11.7% | -3.0% | 2.5%

# Later entries.
canonical_smiles | FEN1 inh | N370S GC | TDP1 inh
Cc1ccccc1CN(c1ccc(C(=O)NCc2ccccn2)cc1)S(C)(=O)=O | -3.1% | -8.7% | 4.8%
Cc1ccc(C)c(NC(=O)CCN2CCCC(C)C2)c1 (stereo not given) | 3.5% | -1.2% | 0.6%
CC(Oc1ccc(Cl)cc1)C(=O)Nc1ccc(S(=O)(=O)N2CCOCC2)cc1 (stereo not given) | -17.2% | -6.8% | 4.0%
CC1CCCC(NC2CCCCNC2=O)C1 (stereo not given) | 8.5% | 27.1%[2.35 µM] | 4.0%
CN(c1ccccc1C(N)=O)S(=O)(=O)c1ccccc1 | -1.2% | 0.5% | 0.0%
COC(=O)CC(NC(=O)c1ccc(C)cc1)c1ccccc1 (stereo not given) | 10.0% | 6.1% | 6.0%
Cc1ccc(Cl)c(OC(=O)Cn2cnc3c2c(=O)n(C)c(=O)n3C)c1 | 6.3% | -9.9% | 1.1%
Fc1c(F)c(F)c(CSc2nc3ccccc3[nH]2)c(F)c1F | -12.7% | 6.8% | 0.0%
Cc1ccc(OCC(=O)OCc2cc(=O)n3nc(C4CCCCC4)sc3n2)cc1C | -1.9% | nt | 1.9%
CCOc1ccc(C[C@H]2NC(=O)CCSSC[C@@H](C(=O)N3CCC[C@H]3C(=O)N[C@@H](CCCN)C(=O)NCC(N)=O)NC(=O)[C@H](CC(N)=O)NC(=O)[C@H]([C@@H](C)O)NC(=O)[C@H]([C@@H](C)CC)NC2=O)cc1 | nt | 9.6% | 5.6%

# Continuation:
canonical_smiles | FEN1 inh | N370S GC | TDP1 inh
CCCCCCCCCCCCCCCC(=O)NCCc1c[nH]c2ccccc12 | 1.2% | -3.8% | 2.6%
CN(C)C(=O)CN1C(=O)NC2(CCCc3ccccc32)C1=O (stereo not given) | 18.7% | -0.1% | 4.5%
O=C(NC(=S)Nc1ccccc1N1CCCCC1)c1cccs1 | -15.5% | ? | 5.7%
COC(=O)c1ccc(NC(=O)C2CCCN2S(=O)(=O)c2ccc(F)cc2)cc1 (stereo not given) | 9.5% | -1.6% | 2.2%
CC(=O)Nc1cccc(N2C(=O)CCC2=O)c1 | 3.3% | -5.7% | -2.0%
Cc1ccc(C(=O)N2CCN(S(=O)(=O)N3CCCCC3)CC2)cc1 | 0.9% | -18.1% | 0.2%
COc1cccc(/C=C/c2nc(C#N)c(N(C)Cc3ccccc3)o2)c1 | -10.3% | nt | -4.7%
CCC(=O)NC(c1ccc(C)cc1)c1cc([N+](=O)[O-])c2cccnc2c1O (stereo not given) | -11.0% | -4.0% | 0.5%&11.0%
COc1ccc(OC)c(S(=O)(=O)Nc2ccc(C(C)=O)cc2)c1 | -11.5% | 0.8% | 3.1%
CCOC(=O)N1CCc2c(sc3c2c(=O)n(Cc2ccccc2)c(=O)n3CC(=O)Nc2cccc(C)c2)C1 | 5.9% | nt | 3.8%

# Additional structures follow.
canonical_smiles | FEN1 inh | N370S GC | TDP1 inh
O=C(OCC(=O)c1c[nH]c2ccccc12)c1ccc(Br)o1 | -1.0% | 4.9% | 6.8%
O=C(NCCN1C(=O)S/C(=C/c2cccnc2)C1=O)C1=NN(c2ccccc2)C(=O)CC1 | -10.5% | nt | 4.6%
COc1cccc(CNC(=O)CCNS(=O)(=O)c2cccc3nonc23)c1 | 13.0% | -8.3% | -4.0%
CC(=O)c1ccc(NC(=O)c2ccc3nc(-c4ccco4)c(-c4ccco4)nc3c2)cc1 | 50.1µM* | -0.6% | 11.2µM*
CSC(=NCc1cccnc1)NS(=O)(=O)c1cccs1 | -6.8% | -2.3% | 0.5%
Cc1ccc(C2=CN(Cc3ccccc3)CCC2=O)cc1 | 8.4% | nt | 1.7%
CCOC(=O)CN(C(=O)Cn1nnc(-c2ccc(OC)cc2)n1)C(C(=O)NC1CCCC1)c1ccc(F)cc1 (stereo not given) | -22.5% | -5.7% | 6.5%[56.1 µM]
COc1ccc(Cl)cc1S(=O)(=O)N1CCN(C(=O)COc2ccccc2)CC1 | 3.2% | -1.9% | 2.3%
O=C(CN(C(=O)CNS(=O)(=O)c1ccc(F)cc1)c1ccc(F)cc1)NCc1ccco1 | -10.0% | -4.3% | nt
N#CCSc1nnc(-c2sc3ccccc3c2Cl)o1 | -10.7% | 2.1% | 3.2%

# Next compounds:
canonical_smiles | FEN1 inh | N370S GC | TDP1 inh
CC(=O)NCCc1nc2cc(NC(=O)c3ccc(F)cc3)ccc2n1C | 0.1% | -15.9% | nt
CC(=O)NC(=S)Nc1ccc(NC(=S)NC(=O)c2cccs2)cc1 | -4.2% | 8.0% | 2.1%
COc1ccc(CNS(=O)(=O)c2ccc(-c3cc(C(F)(F)F)on3)s2)cc1OC | -3.2% | nt | 2.6%
CCOC(=O)c1c(C)[nH]c(C)c1C(=O)COC(=O)CNC(=O)C1CCCCC1 | 5.1% | -0.1% | 2.5%
CCOC(=O)[C@@H]1[C@H]2COc3ccccc3[C@H]2N2C(=O)N(c3ccc(C(F)(F)F)cc3)C(=O)[C@]12C | -8.2% | -0.5% | nt
CCCN(CCC)CCCNC(=O)C1CCC(CNS(=O)(=O)c2cccc3nsnc23)CC1 (stereo not given) | -8.4%&-5.2% | -9.3% | 0.6%&8.1%
O=C(Cn1c(CO)nc2ccccc21)NCc1ccc2c(c1)OCO2 | 2.6% | 2.7% | 7.7%
COc1ccc(C(=O)N/N=C/c2ccc(OC)c(CN3CCc4cc(OC)c(OC)cc4C3C)c2)cc1 (stereo not given) | -2.1% | -15.1% | 5.7%
CCc1ccc(-c2cc(C(=O)N/N=C/c3ccco3)[nH]n2)cc1 | 3.1% | -0.9% | 0.0%
Cc1nc2nc[nH]n2c(=O)c1NC(=O)CC12CC3CC(CC(C3)C1)C2 | -9.0%&3.0% | 5.5%&1.2% | 4.7%&-3.1%

# New compounds follow.
canonical_smiles | FEN1 inh | N370S GC | TDP1 inh
COc1ccc(-c2csc(N3CCN(c4cc(C)nc5ccccc45)CC3)n2)cc1OC | -20.9% | -17.5% | 5.4%
COc1ccc(NC(=O)C2CCCN2C(=O)Oc2ccccc2)cc1 (stereo not given) | -1.2% | 7.4% | -2.4%
O=C(Nc1ccc(C(F)(F)F)cc1)C1CCN(c2cnccn2)CC1 | -2.6%&9.2% | 15.7% | 3.3%&0.0%
CCOc1ccc(-n2c(Cc3cc(=O)[nH]c(=O)[nH]3)nnc2SCC(=O)Nc2nnc(C)s2)cc1 | -9.0% | -0.4% | -3.1%
O=C(Nc1cccc2cccnc12)c1cccs1 | -0.6% | nt | 1.4%
COc1cc(C2C3=C(CC(c4ccco4)CC3=O)Nc3ccccc3N2C(C)=O)cc(OC)c1OC (stereo not given) | -2.6% | -22.2% | -2.0%
CCOC(=O)CNc1nc(Cl)nc(Nc2ccc(C)cc2)n1 | 0.4% | -5.7% | nt
C=CCn1c(O)c(N=NC(=O)OCC)c2ccccc21 | 8.7% | 6.3% | 0.0%
Cc1cccc(NC(=O)c2ccc3c(O)c(S(=O)(=O)c4ccccc4)c(=O)[nH]c3c2)c1C | -5.0% | nt | 2.6%
Cc1ccc(OCc2nnc(SCc3cc(=O)[nH]c4ccccc34)n2-c2ccccc2)cc1 | -10.2% | -0.3% | -6.9%

# The list continues.
canonical_smiles | FEN1 inh | N370S GC | TDP1 inh
CC(=O)Nc1ccc(NC(=O)CC(c2ccccc2)c2ccccc2)cc1 | 7.6% | -0.5% | nt
CC(C)(C)C1CCC(C(=O)Nc2ccc(N3CCOCC3)cc2N2CCOCC2)CC1 (stereo not given) | -2.2% | nt | 6.5%
Cc1ccc([N+](=O)[O-])cc1S(=O)(=O)N1CCC(C)CC1 | -0.8% | -3.4% | 3.6%
CCCN(CCC)S(=O)(=O)c1ccc(C(=O)Nc2ccc(S(=O)(=O)Nc3nnc(CC)s3)cc2)cc1 | 27.7% | -4.1% | nt
CC(=O)c1sc(NC(=O)CS(=O)(=O)c2ccc(F)cc2)nc1C | -4.6% | -4.2% | -6.1%
COc1ccc(-n2nc(C(=O)NCC(=O)NC3CCCCC3)c3ccccc3c2=O)cc1 | 1.1% | -0.6% | -2.6%
COc1ccc(S(=O)(=O)N2CCC(C(=O)NCc3cccnc3)CC2)cc1Cl | 10.7% | -6.0% | nt
COc1ccc(C)cc1NC(=O)C(=O)NCCc1csc2nc(-c3ccccc3F)nn12 | -3.1% | nt | 1.8%
COc1ccc(NC(=O)c2c(C)oc3ccc(O)c(CN4CCN(C)CC4)c23)cc1Cl | -6.4% | nt | 7.4%
COc1ccc(-c2cc3ccc(O)c(CN4CCN(CCO)CC4)c3oc2=O)cc1OC | 13.0% | nt | 8.1%

# Other results:
canonical_smiles | FEN1 inh | N370S GC | TDP1 inh
O=C(CC(=O)Nc1nc(C23CC4CC(CC(C4)C2)C3)cs1)NCCO | -5.5% | 17.7% | nt
CN(C)CCNC(=S)NC1CCCCC1 | 16.8% | 0.8% | 1.2%
CC(C)CCn1nnnc1C(c1ccc(F)cc1)N1CCN(C(=O)c2ccco2)CC1 (stereo not given) | 6.3% | -0.3% | 0.0%
C=CCn1cc(C(=O)OC)c(=O)c2cc(S(=O)(=O)N3CCCCCC3)ccc21 | 4.0% | 15.7% | 2.3%
Cc1cc(C(=O)CSc2nnc(-c3cccs3)n2Cc2ccccc2)c(C)n1C | 0.0% | 16.5% | 10.4%
COc1cc(/C=C(\C#N)C(=O)NC2CCCCC2C)ccc1OS(=O)(=O)c1ccc(C)cc1 (stereo not given) | -13.7% | 16.2% | 2.6%
C=CCS/C(=N\n1cnc2ccccc2c1=O)N1CCCCC1 | 4.8% | -1.4% | -2.0%
CC(=O)Nc1nc(CC(=O)c2ccccc2)cs1 | -2.8% | -9.0% | 5.2%
COC(=O)CC1SC(=O)NC1=Nc1cccc(C)c1 (stereo not given) | -3.4% | -6.0% | 3.5%
C/C(=N\NC(=O)c1cc(C)nc2ccccc12)c1ccncc1 | 11.7% | -1.9% | 0.9%
